Rin1-Abl PPI inh: inhibitors of Rin1-Abl protein binding, primary screen, biochemical, TR-FRET | Tyrosine-protein kinase ABL1 (Homo sapiens) + Ras and Rab interactor 1 (Homo sapiens), … | inhibition, % at 7.35 µM | actives 0.4% (n = 360,000) | AID 588664, 2011; in the data active = inhibition above about 5%, passing the limit was not always enough
NRP1-CendR mod: modulators of CendR peptide binding to NRP-1, primary screen, biochemical, fluorescence polarization, uHTS | Neuropilin-1 (Homo sapiens), O14786 | actives 0.85% (n = 360,000) | inhibition, % at 25 µM | FAM-RPARPAR peptide binding to NRP-1;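 active = inhibition or corrected inhibition above about 18%, plus a signal ratio from 0.5 to 1.5, limit read from the data, passing the limit was not always enough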; note: strong numbers were not always called active
FAS-TE inh: FAS thioesterase domain inhibitors, primary screen, biochemical, fluorescence intensity, uHTS; recombinant FAS-TE, OMFH fluorogenic substrate, fluorescence endpoint; inhibition, % at 15 µM; Fatty acid synthase (Homo sapiens), P49327; actives 0.67% (n = 360,000);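 active = compounds whose normalised, plate-corrected inhibition of enzyme fluorescence in the single-dose primary screen is 50% or more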;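 note: 0% = DMSO with enzyme and 100% = substrate without enzyme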
bovine MsrA act: bovine MsrA enzyme activators, primary screen, biochemical, absorbance, HTS | actives 0.3% (n = 360,000) | activation, % at 10.6 µM | Methionine sulfoxide reductase A (Bos taurus) | purified bovine MsrA, absorbance read-out | AID 602163, 2012; in the data active = activation above about 7.5%;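 note: 0% = vehicle and 100% = reference activator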
Neddylation inh: inhibitors of cullin neddylation, primary screen, biochemical, TR-FRET, uHTS, NAE and Ubc12. NEDD8-conjugating enzyme Ubc12 (Homo sapiens) + NEDD8-activating enzyme E1 regulatory …. actives 0.58% (n = 360,000). calls only at 25 µM; in the data active = inhibition above about 36%
MLLE-PAM2 inh: inhibitors of PABP1 MLLE–PAM2 peptide binding, primary screen, biochemical, fluorescence polarization, FITC-PAM2, GST-MLLE; inhibition, % at 20 µM; actives 0.36% (n = 360,000); AID 588489, 2011; in the data active = inhibition above about 35%, passing the limit was not always enough;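 note: plate controls were DMSO wells with GST-MLLE for no effect and wells lacking GST-MLLE protein for full effect; some results filed as inactive read as strong as hits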
Target sequence (P11940 whole entry, looked up): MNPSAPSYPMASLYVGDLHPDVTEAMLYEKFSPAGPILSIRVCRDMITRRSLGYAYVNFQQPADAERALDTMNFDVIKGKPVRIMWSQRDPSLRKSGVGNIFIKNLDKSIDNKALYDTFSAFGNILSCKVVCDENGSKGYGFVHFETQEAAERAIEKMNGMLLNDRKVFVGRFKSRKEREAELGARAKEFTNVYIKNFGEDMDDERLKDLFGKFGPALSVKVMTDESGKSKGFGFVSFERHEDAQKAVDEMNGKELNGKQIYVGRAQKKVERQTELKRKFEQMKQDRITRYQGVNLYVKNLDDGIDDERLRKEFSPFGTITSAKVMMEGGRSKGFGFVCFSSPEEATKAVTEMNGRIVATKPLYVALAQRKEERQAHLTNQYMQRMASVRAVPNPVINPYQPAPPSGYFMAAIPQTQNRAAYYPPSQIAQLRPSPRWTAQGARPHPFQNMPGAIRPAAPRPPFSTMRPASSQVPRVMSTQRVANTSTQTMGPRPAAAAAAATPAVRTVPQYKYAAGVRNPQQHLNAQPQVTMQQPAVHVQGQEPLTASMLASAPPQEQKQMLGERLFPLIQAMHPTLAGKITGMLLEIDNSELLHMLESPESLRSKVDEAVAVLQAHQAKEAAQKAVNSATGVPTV
E coli Lon inh: inhibitors of E. coli Lon protease, primary screen, biochemical, fluorescence polarization. P0A9M0. purified E. coli Lon protease. inhibition, % at 7.94 µM. actives 0.42% (n = 360,000). AID 602123, 2011; in the data active = inhibition above about 13%, passing the limit was not always enough;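 note: 0% = enzyme with probe and DMSO and 100% = no enzyme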
SKN-1 inh: suppressors of acrylamide-induced Pgst-4::GFP reporter in worms, primary screen, SKN-1 inhibitor project, whole organism, uHTS, GFP/RFP fluorescence ratio, strain VP596 | C. elegans VP596 Pgst-4::GFP/RFP ratio, 24 h | inhibition, % at 21.8 µM | actives 0.49% (n = 360,000);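 active = interference check ratio from 0.5 to 1.5 plus GFP to RFP signal ratio inhibition reaching or exceeding a fixed threshold, cut at about 30% in these data, passing the limit was not always enough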; note: some compounds called inactive have numbers as strong as hits
MT1-MMP act inh: blockers of MT1-MMP proenzyme processing, primary screen, HT1080 RFP-PRO-GFP cells, GFP/RFP fluorescence | AID 651647, 2012 | GFP/RFP ratio fluorescence, overnight; percent of plate control window, DMSO zero | GFP/RFP ratio change, % at 20 µM | actives 0.061% (n = 360,000) | Matrix metalloproteinase-14 (Homo sapiens), P50281;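 active = GFP/RFP ratio change of at least 30% with cell ATP level not reduced by more than half and red fluorescence within 50% of control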; note: strong numbers were not always called active
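Assay system – RFP-PRO-GFP reporter HT1080 cells · Compound dosing – single dose of 20 µM compound, 1% DMSO final · Incubation – overnight compound exposure at 37 °C · Measure – GFP/RFP fluorescence ratio · Benchmarks – DMSO wells and RFP-L50D-GFP cells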
The depositor's hits bear a star; i = inactive; . = not tested or not shown. Compounds as they come; 4% or so of the library scored in one or more.

Values run as follows: Rin1-Abl PPI inh	NRP1-CendR mod	FAS-TE inh	bovine MsrA act	Neddylation inh	MLLE-PAM2 inh	E coli Lon inh	SKN-1 inh	MT1-MMP act inh
Cc1nc(CC(=O)Nc2nc(C(C)(C)C)cs2)cs1
→ -0.3	3.9	-6.3	-3.3	i	6.5	-10.5	-5.5	-7.0
O=C(CSc1nc2ccccc2c(=O)n1-c1ccc(Cl)c(Cl)c1)Nc1ccc2c(c1)CCC2
→ 2.0	-2.8	37.2	-0.8	i	-14.3	-1.0	5.2	-1.7
O=[N+]([O-])c1cnc(Sc2ccncn2)c([N+](=O)[O-])c1
→ -1.7	-0.1	-13.8	4.9	i	11.9	-8.9	-3.0	4.3
O=C(CCOc1ccccc1)Nc1ccnn1C1CCN(Cc2ccc(CO)o2)CC1
→ -1.6	-1.0	-11.2	-0.5	i	-2.1	2.4	8.9	-1.4
N#Cc1c(N2CCCCC2)nc(N2CCCCC2)c2c1CCN(Cc1ccccc1)C2
→ -6.3	-18.5	-9.4	-9.1	i	-7.3	-8.3	-6.8	-17.5
COc1ccc(S(=O)(=O)Nc2ccc(N(C)C(C)=O)cc2)cc1
→ 2.1	6.7	-7.4	-11.6	i	-4.6	-5.0	-13.1	-6.5
Cc1onc(-c2c(Cl)cccc2Cl)c1C(=O)Nc1nc(C(C)(C)C)cs1
→ 3.7	-4.8	24.7	-3.6	i	4.7	6.6	16.2	-43.3
Cc1ccc(CNC(=O)COc2ccccc2-c2ccccc2)cc1
→ 0.2	-3.9	23.4	1.0	i	5.0	-3.2	7.6	0.7
CSc1ccc(CCNC(=O)C2CCCN(c3ncnc4c3nc3n4CCCCC3)C2)cc1 (stereo not drawn)
→ 1.6	9.2	18.5	-2.0	i	-7.2	-2.8	-9.1	-1.3
Cc1nc(=O)c(-c2ccccc2)c(C)n1CC1CCCO1 (stereo not drawn)
→ -0.8	20.3	-8.5	0.2	i	-5.1	5.1	-4.7	0.2
O=C(CN1CCC(c2nc3ccccc3s2)CC1)NCc1ccccc1
→ -0.6	-0.7	0.8	-0.6	i	-8.8	-1.5	13.4	5.9
COc1ccccc1Oc1ccc(NC(=O)c2ccccc2)cc1
→ -2.9	5.1	7.0	-4.9	i	-1.7	-1.6	6.3	1.3
NS(=O)(=O)c1ccc(-c2ccc(/C=N/NC(=O)c3ccc([N+](=O)[O-])cc3)o2)cc1
→ -1.6	3.0	3.1	-6.7	i	-5.2	7.2	-11.6	-3.1
COCCN(C(=O)CCC(=O)Nc1cc(C)on1)C(C(=O)NC1CCCC1)c1ccccc1F (stereo not drawn)
→ 3.7	9.9	-0.4	-13.3	i	-13.8	8.6	-23.7	.
CCCCn1c(N)c(N(CC(C)C)C(=O)c2cc(=O)[nH]c3ccccc23)c(=O)[nH]c1=O
→ 1.8	2.8	-8.5	-9.2	i	6.3	-9.0	-3.6	-3.6
CCN(CC)C(=O)Cn1c(=O)n(-c2ccc(CC(=O)NCc3ccccc3)cc2)c(=O)c2sccc21
→ 1.5	5.7	-5.1	-2.5	i	1.4	3.1	-10.8	-3.6
CN1C(=O)NC(c2ccccc2)C2=C1CN(Cc1ccco1)C2=O (stereo not drawn)
→ -1.1	-11.0	-7.7	-12.6	i	-7.8	-5.8	4.7	-3.2
COCCN(CCOC)Cc1cc(=O)oc2cc(C)cc(C)c12
→ 6.3	10.5	-2.0	-5.7	i	8.0	-2.5	2.7	-0.7
N#Cc1cccnc1N1CCN(C(=O)c2ccccc2)CC1
→ 0.2	7.1	-7.7	-12.1	.	-8.3	-6.8	-5.6	-8.9
C=CCNc1nc(N(c2ccccc2)c2ccccc2)nc(-n2ccnc2)n1
→ -2.0	-8.5	-4.5	-0.1	i	-1.7	3.1	19.7	-9.3

The closing 4 entries of the section before lead into the next:
Values run as follows: Rin1-Abl PPI inh	NRP1-CendR mod	FAS-TE inh	bovine MsrA act	Neddylation inh	MLLE-PAM2 inh	E coli Lon inh	SKN-1 inh	MT1-MMP act inh
CN1C(=O)NC(c2ccccc2)C2=C1CN(Cc1ccco1)C2=O (stereo not drawn)
→ -1.1	-11.0	-7.7	-12.6	i	-7.8	-5.8	4.7	-3.2
COCCN(CCOC)Cc1cc(=O)oc2cc(C)cc(C)c12
→ 6.3	10.5	-2.0	-5.7	i	8.0	-2.5	2.7	-0.7
N#Cc1cccnc1N1CCN(C(=O)c2ccccc2)CC1
→ 0.2	7.1	-7.7	-12.1	.	-8.3	-6.8	-5.6	-8.9
C=CCNc1nc(N(c2ccccc2)c2ccccc2)nc(-n2ccnc2)n1
→ -2.0	-8.5	-4.5	-0.1	i	-1.7	3.1	19.7	-9.3
CC(Sc1nc2ccccc2c(=O)n1CC1CCCO1)C(=O)Nc1ccc(S(N)(=O)=O)cc1 (stereo not drawn)
→ -1.5	16.7	-2.9	0.4	i	-25.9	-1.7	21.0	-3.0
CCOC(=O)c1cnc2c(C(=O)OC)cccc2c1NCCN1CCOCC1
→ -2.7	2.6	-4.4	-8.0	i	4.3	8.2	0.4	-2.5
CC(=O)N1CCCN(Cc2cn(-c3ccc(C)cc3)nc2-c2cccc(C)c2)CC1
→ -1.7	-12.2	7.6	-4.0	i	-1.8	-0.8	-8.2	-3.2
COc1cccc(CNC(=O)CCNC(=O)C2CCN(S(=O)(=O)c3ccc(F)cc3)CC2)c1
→ 6.4	7.0	-3.3	-0.5	i	-11.2	-3.8	11.6	2.3
Cc1ccc(NC(=O)COC(=O)CCc2c(C)nc3nc(N)nn3c2C)cc1C
→ -2.5	-12.3	-8.2	-3.4	i	-37.2	-2.2	-4.7	1.0
Cc1c2cnn(CC(=O)NCCCN3CCCCC3)c(=O)c2c(C)n1Cc1ccccc1
→ 2.1	-18.1	-3.3	3.6	i	-14.3	-8.5	17.1	-0.8
CCC(=O)N(C1=C(NC(C)C)C(=O)c2ccccc2C1=O)C(C)C
→ -0.4	12.8	-4.2	-8.5	i	-0.2	-8.4	8.6	4.8
COc1cccc(CCc2nc3ccccc3c(=O)n2N)c1
→ -1.5	5.1	-0.3	-1.5	i	7.7	-3.8	6.9	2.1
CCOC(=O)N1CCC(N2CCN(c3cc(C)ccc3C)CC2)CC1
→ -1.1	2.6	-4.6	1.1	i	6.8	6.0	2.3	3.1
COc1cc(CN2c3ccccc3C(=O)CS2(=O)=O)cc(OC)c1
→ -1.5	5.0	-7.5	-4.4	i	27.9	-10.9	-5.5	3.2
Cc1cc(N=Nc2ccc(Cl)cc2)cc(CN2CCCC2)c1O
→ -5.1	-8.8	8.5	-2.2	i	-17.2	-6.0	21.2	4.5
CCS(=O)(=O)Nc1c(C(=O)O)[nH]c2ccccc12
→ -1.9	-11.4	-3.0	-2.4	.	12.8	-2.0	10.5	2.2
Nc1sc(Cc2ccccc2)cc1C(=O)c1c(-c2ccccc2)[nH]c2ccccc12
→ .	-10.1	.	.	i	.	.	14.2	-9.5
c1ccc(CNn2nnnc2-c2ccccc2)cc1
→ 0.1	-6.6	-0.4	-0.6	i	1.6	1.7	14.7	-1.5
COc1ccc(-c2oc(=O)n(C)c2-c2ccc(OC)cc2)cc1
→ -0.9	0.3	8.2	-4.5	i	-3.4	5.2	-12.5	5.1
CCc1nc(NCCO)c(C#N)c2c1CCCC2
→ -1.9	6.8	1.0	-9.5	i	-3.3	2.3	3.7	-6.7
Cc1cccc(NS(=O)(=O)c2ccc(C)c(C(=O)NCC(c3ccco3)N3CCCCC3)c2)c1 (stereo not drawn)
→ 1.6	-11.9	-2.5	0.8	i	-16.3	2.0	20.3	-3.5
CC1(C)CC(NC(=O)N2c3ccccc3Sc3ccccc32)CC(C)(C)N1
→ -0.1	-2.1	-4.7	-0.4	i	-6.2	-3.1	12.4	-2.0
CCN(CC)C(=O)CSc1nc2ncc(Cl)cc2[nH]1
→ 0.3	4.9	-8.4	-1.5	i	-34.3	0.4	-9.2	5.4
Cc1cc(Cl)cc(C)c1OCCn1ccnc1
→ 0.7	6.0	-2.9	-0.7	i	0.7	2.5	-7.1	2.3
CCOC(=O)C1CCCN(C(=O)c2ccccc2[N+](=O)[O-])C1 (stereo not drawn)
→ 5.9	13.4	-4.0	-2.2	i	-5.1	0.5	8.4	-1.1
Oc1ccc(Cl)cc1C1=NNC(c2ccc(Cl)cc2)C1 (stereo not drawn)
→ -1.0	-20.1	24.1	-5.6	i	0.9	-18.2	15.3	0.2
O=S(=O)(Nc1cccnc1)c1ccc(Cl)c(C(F)(F)F)c1
→ 2.1	-11.5	-2.1	1.0	i	0.2	-4.0	26.8	-0.1
Cn1cccc1/C=C1\SC(=O)N(c2ccc(O)cc2)C1=O
→ -2.1	-71.8	-21.3	-2.2	i	17.4	-16.5	-0.6	-75.4
Cc1cc(NC(=O)C(=O)NCc2cccc(Cl)c2)no1
→ 0.0	1.9	-3.7	-6.9	i	15.1	8.8	1.2	0.5
CCN(CC)S(=O)(=O)c1ccc(C(C)NC(=O)Cc2c[nH]c3ccccc23)cc1 (stereo not drawn)
→ -0.4	-4.3	-2.1	-2.6	i	-9.6	-6.0	7.4	-1.0
CC(=O)N1CCN(S(=O)(=O)c2cccc(C(=O)Nc3nc4c(s3)CCCC4)c2)CC1
→ -0.8	16.2	0.8	1.3	i	8.5	7.2	-4.0	-1.5
CCCCC(=O)Nc1ccc(NC(=S)NC(=O)CC(C)C)cc1OC
→ 2.0	6.8	-5.6	-2.5	i	15.5	-3.5	6.0	1.7
COC(=O)[C@H](Cc1ccccc1)NC(=O)Nc1ccc(S(N)(=O)=O)cc1
→ -3.5	1.0	-4.6	2.7	i	-8.2	9.2	7.0	-2.2
COC(=O)C1Cc2c([nH]c3ccccc23)C2CCC(=O)N12 (stereo not drawn)
→ 3.9	-8.6	-5.9	-4.7	i	0.7	-1.7	12.6	-0.9
Cc1c(C(=O)N2CCCC(C(F)(F)F)C2)oc2ccccc12 (stereo not drawn)
→ -3.1	-3.9	8.4	-0.6	i	5.7	5.8	10.0	5.8
